# Screening results from PubChem BioAssay.
# LDHA block: LDHA (human) enzyme inhibition; 480,000 tested, 0.15% active; P00338; purified LDHA, NADH/diaphorase-resazurin fluorescence; stronger effect = lower value; activity change, % (values are at about 110 or 230 µM); in the data active means activity change below about -30%; inconclusive means mostly about -25% to -30%;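 further: plate controls were DMSO wells for no effect and wells without enzyme for full effect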
#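 LDH5 2 nM; NADH 0.06 mM, pyruvate 0.2 mM; 200 mM Tris pH 7.4, EDTA, Tween-20; 5 min RT. Detection: diaphorase 0.133 mg/mL + resazurin 37 µM, fluorescence ex540/em590 at 0 and 20 min; normalized to enzyme-free and DMSO wells.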
# Anesthetic bind: binds horse apoferritin like a general anesthetic; P02791; apoferritin/1-aminoanthracene competitive binding, fluorescence; Potency, µM (doses to about 77.5 µM), inactives show top-dose activity change, negative = displacement, most hits filed as inhibitors; 350,000 tested, 0.074% active; AID 485281; further: potency means the concentration at half of the fitted maximal effect; on the % scale 0 is the no-effect control and ±100 the full control effect; nearly all actives have a fitted effect of over 20% in size
#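 Probe: 1-aminoanthracene (50% saturated, PBS). Protein: horse-spleen apoferritin, 10 uM. Incubation: 10 min, room temperature. Detection: 380 nm excitation, 535 nm emission. Analysis: normalized response, four-parameter Hill.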
# POLB inh: blocks human DNA polymerase beta activity; P06746; Pol beta primer extension/strand displacement, fluorescence kinetic; Potency, µM (doses to about 114 µM), inactives show at the top dose activity change, negative = inhibition, usual class: inhibitors; 340,000 tested, 1.3% active; further: potency means the concentration at half of the fitted maximal effect; on the % scale 0 is the no-effect control and ±100 the full control effect
#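 Enzyme-only controls used 10 nM Pol beta; buffer lacking enzyme served as negative control. Compound preincubated 15 min, then 50 nM substrate added; 0 and 10 min reads at room temperature.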
# Glioma ERSR ind: induces the endoplasmic reticulum stress response in human glioma cells; Potency, µM, inactives show at the highest dose activation, most hits filed as activators; 420,000 tested, 0.02% active; AID 602332; U87-MG GRP78 promoter luciferase reporter, 16 h; further: potency means the concentration at half of the fitted maximal effect; series mostly up to about 76 µM; % of control where 0% means no effect; nearly all actives have a fitted effect of over 35% in size
#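 Stably transfected U87-MG glioma cells carrying a GRP78-based luciferase sensor; 16 h compound incubation. Luminescence end-point read 10 min after Bright-Glo addition at room temperature.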
# Pol iota inh: DNA polymerase iota (human) inhibition; Q9UNA4; Pol iota fluorescent replication assay, 10 min; Potency, µM (titrated, usually from 115 µM), inactives show top-dose activity, negative = inhibition, usual class: inhibitors; 390,000 tested, 1% active; AID 588590; further: potency means the concentration at half of the fitted maximal effect
# Target sequence (Q9UNA4 whole entry, looked up): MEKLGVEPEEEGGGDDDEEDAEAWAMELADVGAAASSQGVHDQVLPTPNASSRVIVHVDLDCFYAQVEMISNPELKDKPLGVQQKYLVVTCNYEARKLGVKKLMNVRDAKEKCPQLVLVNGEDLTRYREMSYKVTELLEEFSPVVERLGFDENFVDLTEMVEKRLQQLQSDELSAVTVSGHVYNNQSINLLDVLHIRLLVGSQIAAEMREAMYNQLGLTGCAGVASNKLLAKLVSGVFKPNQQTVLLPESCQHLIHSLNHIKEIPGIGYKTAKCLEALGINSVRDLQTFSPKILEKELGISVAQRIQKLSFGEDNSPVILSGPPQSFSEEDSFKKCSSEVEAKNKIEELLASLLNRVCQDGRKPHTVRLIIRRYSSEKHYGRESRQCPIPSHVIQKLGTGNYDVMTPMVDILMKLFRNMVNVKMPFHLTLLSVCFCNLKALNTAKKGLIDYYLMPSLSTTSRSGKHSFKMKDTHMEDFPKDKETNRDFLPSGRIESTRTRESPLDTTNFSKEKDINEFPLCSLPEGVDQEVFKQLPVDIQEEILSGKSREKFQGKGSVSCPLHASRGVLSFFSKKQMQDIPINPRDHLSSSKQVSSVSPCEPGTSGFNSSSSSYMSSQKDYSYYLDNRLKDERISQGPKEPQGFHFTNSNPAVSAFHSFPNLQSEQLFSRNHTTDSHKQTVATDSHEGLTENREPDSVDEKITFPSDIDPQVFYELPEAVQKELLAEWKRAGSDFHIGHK
#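 Fluorescent replication assay read twice, at 0 min and 10 min after adding 50 nM (final) substrate. Enzyme (10 nM) and compounds were first incubated 15 min at room temperature; enzyme-free buffer wells were negative controls.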
# Pol eta inh: blocks human DNA polymerase eta activity. Q9Y253. recombinant Pol eta, fluorescent DNA replication assay. Potency, µM (titrated, usually from 114 µM), for the others: at the top dose activity change, negative = inhibition, actives largely listed as inhibitors. 390,000 tested, 1.2% active. AID 588591; further: potency means the concentration at half of the fitted maximal effect; on the % scale 0 is the no-effect control and ±100 the full control effect
#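 Pol eta at 10 nM preincubated with compounds 15 min at room temperature; reaction started with fluorescent substrate (50 nM final) and read kinetically at 0 and 10 min.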
# Pol kappa inh: DNA polymerase kappa (human) inhibition. purified Pol kappa, fluorescent DNA synthesis assay, 10 min. 400,000 tested, 0.53% active. Potency, µM (titrated, usually from 107 µM), for inactives: at the top dose activity, negative = inhibition, hits mostly inhibitors. AID 588579. Q9UBT6; further: potency means the concentration at half of the fitted maximal effect; on the % scale 0 is the no-effect control and ±100 the full control effect
#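 Readout: fluorescence, taken kinetically at 0 and 10 min. Conditions: 10 nM Pol kappa, 15 min RT compound preincubation, 50 nM substrate final. Controls: enzyme-free buffer wells.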
# BLM helicase inh: inhibitors of human Bloom syndrome helicase BLM. P54132. recombinant BLM DNA unwinding, fluorescence dequenching. Potency, µM (series often up to 56.1 µM), for inactives: top-dose activity change, negative = inhibition, most hits filed as inhibitors. 350,000 tested, 0.2% active. AID 2528;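 further: potency means the concentration at half of the fitted maximal effect; plate controls were vehicle for no effect and no enzyme for full effect; nearly all actives have a fitted effect of over 35% in size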
# APEX1 inh: APE1 (human) endonuclease inhibition; recombinant APE1, TAMRA/BHQ-2 abasic DNA cleavage fluorescence; P27695; Potency, µM (series often up to 65.8 µM), for inactives: at the top dose activity change, negative = inhibition, most hits filed as inhibitors; 350,000 tested, 0.35% active; AID 2517;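 further: potency means the concentration at half of the fitted maximal effect; plate controls were vehicle for no effect and reference inhibitor for full effect; nearly all actives have a fitted effect of over 55% in size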
# Target sequence (P27695 whole entry, looked up): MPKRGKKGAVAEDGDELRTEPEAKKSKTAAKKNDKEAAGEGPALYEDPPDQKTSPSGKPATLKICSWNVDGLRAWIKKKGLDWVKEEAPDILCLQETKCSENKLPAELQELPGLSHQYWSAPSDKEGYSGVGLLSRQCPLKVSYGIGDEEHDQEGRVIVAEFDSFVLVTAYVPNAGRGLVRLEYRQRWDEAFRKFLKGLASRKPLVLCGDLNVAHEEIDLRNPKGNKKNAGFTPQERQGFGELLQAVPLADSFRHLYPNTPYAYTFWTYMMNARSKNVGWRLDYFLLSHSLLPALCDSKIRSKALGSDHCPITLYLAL
#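 Kinetic fluorescence read (525 ex/598 em nm, three reads 60 s apart) of AP-site incision; signal = third minus first read. Enzyme 0.75 nM, dual-labelled THF duplex 50 nM, compound preincubation 15 min RT.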
# An asterisk follows results filed as active; ? = inconclusive; nt = not tested or not shown; & = joins results of further samples; [ ] = another dose, or the depositor's remark. Unless noted, the call rests on the fitted dose curve; in most records, active means well fitted curve in the direction sought with a large enough effect; inconclusive means small, poorly fitted or top-dose-only effect, or another doubt; inactive means no such curve, though single readings can be large; an effect the other way counts as inactive or inconclusive. Some of the compounds tested, so the mix of outcomes need not match the whole.
SMILES | LDHA block | Anesthetic bind | POLB inh | Glioma ERSR ind | Pol iota inh | Pol eta inh | Pol kappa inh | BLM helicase inh | APEX1 inh
COc1ccc(/C=N/NS(=O)(=O)c2ccccc2)cc1OC(=O)c1ccc(C)cc1 | -5 | -6% | 2% | -11% | 10% | -16% | -12% | -13% | -11%
CC(=O)Nc1ccc(NC(=O)C(C)OC(=O)C2(c3ccc(Cl)cc3)CCCC2)cc1 (stereo unspecified) | -4 | -16% | 2%[57.1 µM] | -4% | 1% | -19% | -24% | -8% | -7%
Cn1c(N)c(C(=O)CSc2nc3ccccc3[nH]2)c(=O)n(C)c1=O | -4 | 2% | -2% | -3% | 53%[activator] | 12% | 1% | -4% | 27%
COc1ccc2[nH]cc(C(=O)CN3CCCCC3)c2c1 | -10 | -14% | 14% | -1% | 15% | 5% | 0% | -3% | 3%
O=[N+]([O-])c1cccc(/C=N/Nc2nc(NCc3ccccc3)nc(N3CCOCC3)n2)c1O | 2 | -14% | -7% | -1% | 0% | -10% | -20% | -9% | 2%
CCOC(=O)CCN(Cc1cccs1)S(=O)(=O)c1ccc(Cl)cc1 | -1 | -1% | 0% | -5% | -5% | -20% | -4% | -9% | -4%
Cc1cc(=O)cc(C)n1-c1ccc(Cl)cc1 | -7 | -4% | ? | -2% | 168%[activator] | 11% | 2% | 0% | 2%
CCCCc1ccc(NS(=O)(=O)c2cccc(C(=O)N3CCCN(C)CC3)c2)cc1 | -8 | nt | nt | -4% | -3% | 1% | 1% | nt | -13%
Cc1ccc2cc3cc(C(=O)N4CC(C)CC(C)C4)oc3nc2c1 (stereo unspecified) | 0 | -6% | -15% | -3% | -13% | -9% | -2% | -1% | 12%
O=C(O)Cc1sc(Nc2ccc(C(=O)O)cc2)nc1-c1ccccc1 | 3 | 0% | -12% | 2% | ? | -7% | -13% | -3% | nt
Cc1ccc(-n2c(SCc3cccc(F)c3)nc3[nH]ncc3c2=O)cc1C | 0 | ? | ? | -1% | -13% | -17% | -20%[60.1 µM] | -20% | nt
CC(=O)Nc1cccc(NC(=O)Cn2cnc3c2c(=O)n(C)c(=O)n3C)c1 | -2 | 5% | -20% | -3% | 3% | 0% | -5% | -1% | nt
CCCCNC(=O)C1CCCN(c2nnc(C)c3c(C)n(-c4ccc(Cl)cc4)nc23)C1 (stereo unspecified) | -4 | -4% | 37% | -5% | 15% | -12% | -6% | -1% | nt
O=C(Nc1ccc(F)cc1Cl)C1CCN(c2ncnc3c2nc2n3CCCCC2)CC1 | 0 | -12% | 29% | -2% | -13% | 4% | 2% | -7% | nt
CCCN(CCC)CC(O)CN1C(=O)N(CN2C(=O)N(CC(O)CN(CCC)CCC)C(=O)C2(C)C)C(C)(C)C1=O (stereo unspecified) | -5 | -12% | -20% | -3% | 56%[activator] | -5% | -3% | 1% | 0%
Cc1ccc(NC(=O)c2ccc(Nc3ccccc3F)nc2)cc1 | -10 | -4% | 2% | -3% | 28% | -6% | -10% | -1% | 0%
Cc1cccc(NC(=O)N2CCC(NC(=O)C3CCCCC3)CC2)c1 | -5 | -1% | 7% | -1% | 6% | -14% | -19% | 2% | 31%
CCOC(=O)C1=C(COC(=O)COc2cccc(C)c2C)NC(=O)NC1C (stereo unspecified) | -2 | nt | nt | -4% | 3% | 1% | 0% | nt | 29%
CCOc1ccc(NC(=O)CCc2nnc3ccc(N4CCC5(CC4)OCCO5)nn23)cc1 | -5 | -2% | -10% | 8% | 28% | 6% | -9% | 0% | 4%
O=C(NCc1ccco1)C1OCCc2ccccc21 (stereo unspecified) | 0 | -5% | -4% | -3% | -12% | ? | -29% | 0% | -3%
CCCOc1c(Br)cc(C(=O)OCc2cc(=O)n3ccsc3n2)cc1OC | -3 | nt | nt | -1% | -19% | 10% | -14% | nt | nt
Cc1ccc(C)n1-n1c(C)nc2scc(-c3cccs3)c2c1=O | 1 | -10% | -16% | -3% | -11% | -14% | 1% | -2% | -1%
COc1ccc(C[C@@H]2c3cc(OC)c(OC)cc3CC[N@+]2(C)CCC(=O)OCCCCCOC(=O)CC[N@@+]2(C)CCc3cc(OC)c(OC)cc3[C@H]2Cc2ccc(OC)c(OC)c2)cc1OC | nt | 10%[29.3 µM] | nt | -2% | nt | nt | -4%[19.4 µM] | -4%[21.4 µM] | nt
Cc1cccc(CSCc2ccc(C(=O)O)o2)c1 | -6 | 2% | 19% | -4% | 2% | -14% | -8% | -1% | -10%
CCc1ccc(CN(C)C(=O)CCc2nnc(COc3ccccc3)o2)cc1 | -2 | -22% | 5% | 3% | 22% | -25% | -4% | -5% | -1%
O=C(N/N=C/c1ccc(O)c([N+](=O)[O-])c1)C(O)(c1ccccc1)c1ccccc1 | 0 | -14% | 5% | -3% | 8% | -17% | -5% | 0% | -8%
CCOC(CNC(=O)CN1C(=O)COc2ccc(S(=O)(=O)N3CC(C)CC(C)C3)cc21)OCC (stereo unspecified) | -5 | -17% | 52% | -4% | -11% | -12% | 2% | -4% | 7%
C=CCC(NCc1ccccc1)c1ccc(C)o1 (stereo unspecified) | -2&-1 | nt | nt | -1% | ? | -12% | 0% | nt | nt
Cc1c(C(=O)NC(=S)Nc2ccc3c4c(cccc24)CC3)cccc1[N+](=O)[O-] | -2 | -15% | 17% | 0% | -6% | -8% | -7% | 1% | -1%
O=C(Nc1cccc(C(=O)Nc2cccc(C(F)(F)F)c2)c1)c1ccc(=O)[nH]c1 | -9 | -14% | ? | -5% | 149%[activator] | -18% | -19% | -3% | 16%
C[C@H](NC(=O)c1ccc(Cl)c(S(=O)(=O)N2CCOCC2)c1)c1nc2ccccc2[nH]1 | 2 | nt | nt | -2% | -59% | -29% | -7% | nt | -26%
O=S(=O)(NCC(c1ccccc1)N1CCc2ccccc21)c1ccc(Cl)cc1 (stereo unspecified) | -1 | 72%[activator] | 4% | nt | 15% | nt | -20% | -13% | nt
O=C1CCC(=O)N1c1ccc(CSc2nnnn2C2CCCCC2)cc1 | -6 | -23% | 4% | -3% | 33%[activator] | -17% | -4% | -2% | -3%
COc1cc(C(=O)N(Cc2ccc(C(C)C)cc2)C2CCS(=O)(=O)C2)cc(OC)c1OC (stereo unspecified) | 1 | -9% | -1% | -1% | 4% | -5% | -24% | 0% | nt
CC1(c2nnc(-c3ccccc3)o2)CC(c2ccc(F)cc2)=NO1 (stereo unspecified) | -3 | 0% | 18% | 1% | 39% | -25% | 4% | -5% | -4%
COc1cccc(COC(=O)C2CCN(C(=O)c3ccc(F)cc3)CC2)c1OC | -5 | nt | nt | -3% | 31%[activator] | -10% | -16% | nt | -4%
CN(C)C(=O)c1ccc(NC(=O)COC(=O)CC23CC4CC(CC(Br)(C4)C2)C3)cc1 | -7 | nt | nt | -3% | 28% | -3% | -13% | nt | -9%
Cc1noc(C)c1S(=O)(=O)N1CCCC(C(=O)NC2CCCCC2)C1 (stereo unspecified) | -4 | -3% | -14% | -2% | 2% | 1% | -5%[60.1 µM] | 1% | 4%
COCCNC(=O)Cn1cnc2ccc(S(=O)(=O)N3CCC(C)CC3)cc2c1=O | 3 | -13% | -1% | -3% | 21% | -14% | 6% | 1% | 0%
CCCc1nnc(NC(=O)CCC(=O)N2CCN(c3ccccc3)CC2)s1 | -1 | -7% | 4% | -3% | 23% | -14% | 12% | 1% | 63%[activator]
Cc1nc(-c2ccccc2)sc1-c1nc(-c2cccnc2)ncc1S(=O)(=O)c1ccccc1 | -1 | -21% | 45% | 0% | -9% | -3% | -15% | -5% | -7%
Cc1ccc(S(=O)(=O)N(C)c2ccc(OCC(=O)O)cc2)cc1 | -1 | -6% | -29% | -4% | -4% | ? | -8% | 3% | 0%
CCN(CC)CCCN1C(=O)C(O)=C(C(=O)c2ccco2)C1c1cc(OC)ccc1OC (stereo unspecified) | nt | -7% | 2% | nt | nt | nt | nt | 2% | 18%
Cc1ccc(NC(=O)CN2C(=O)CCS(=O)(=O)c3ccccc32)cc1Cl | -14 | -9% | 16% | -4% | 19% | -12% | -6% | -5% | 28%
COc1ccc(NC(=O)NC2(C(=O)N3CCN4CCCC4C3)CCCCC2)cc1 (stereo unspecified) | -3 | -9% | 20% | ? | 111%[activator] | -22% | -2% | -2% | 34%
CCOC(=O)N1CCN(S(=O)(=O)c2ccc(C(=O)Nc3nnc(CSC)o3)cc2)CC1 | 2 | -1% | -4% | -4% | 76%[activator] | -16% | 0% | -2% | -2%
Fc1ccc(CSc2nnc(-c3cc4c(s3)-c3ccccc3CC4)o2)cc1 | -7 | 9% | 8% | -2% | 7% | -10% | -17% | -3% | -4%
CC(=O)c1c(C(C)=O)c(C)n(NC(=O)c2cccnc2)c1C | -1 | -7% | 0% | 0% | 23% | 3% | -9% | 0% | 5%
Cc1nnc(SCc2nc3sc4c(c3c(=O)[nH]2)CCCC4)[nH]c1=O | -6 | -5% | 6% | -4% | 121%[activator] | 0% | -9% | -28% | 3%
Cc1ccc(/C=N/NC(=O)c2c(-c3ccccc3)noc2C)o1 | 0 | 2% | -22% | -5% | -14% | -7% | -12% | -1% | 0%

# Next part.
SMILES | LDHA block | Anesthetic bind | POLB inh | Glioma ERSR ind | Pol iota inh | Pol eta inh | Pol kappa inh | BLM helicase inh | APEX1 inh
Cn1c(/C(C#N)=C/c2ccncc2)nc2ccccc21 | -2 | -4% | -8% | -2% | ? | -1% | -13% | -2% | 3%
Cc1ccsc1/C=N/NC(=O)Cc1ccc(Cl)cc1 | -2 | -19% | 6% | 0% | 20% | 18% | 2% | -1% | -7%
CCOc1ccc(C(C)(C)C)cc1S(=O)(=O)N1CCOCC1 | -5 | -6% | 0% | -9% | 20% | -21% | -8% | 1% | -3%
COc1ccccc1NC1=C(Cl)C(=O)N(c2ccccc2)C1=O | 0 | -9% | 30% | -5% | ? | -23% | -9% | -2% | -10%
COc1cc(C(=O)Nc2cccc3cccnc23)cc(OC)c1OC | -2 | -16% | 4% | -2% | 14% | -8% | 3% | 5% | ?

# Some values from above:
# `CCc1ccc(CN(C)C(=O)CCc2nnc(COc3ccccc3)o2)cc1` – Pol eta inh = -25%
# `Cc1ccsc1/C=N/NC(=O)Cc1ccc(Cl)cc1` – BLM helicase inh = -1%
